zVAD death inh – L929 zVAD cell death inhibition; L929 zVAD necroptosis rescue, ATP luminescence, 24 h; with zVAD 60 µM; viability rescue, % at 10 µM; AID 1377; 220,000 tested, 0.38% active;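 active = activation, scaled between plate controls, above about 75%, limit read from the data; inactive = activation under that limit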;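 also: 0% = zVAD with DMSO and 100% = DMSO alone without zVAD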
Wee1 stabilizer – human Wee1 degradation inhibition, primary screen | reporter increase, % at 5 µM | P30291 | 220,000 tested, 1.2% active | HeLa Luc-Wee1K328M stability, luciferase luminescence; 100% = proteasome inhibitor MG132 effect;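 active = activation above the mean of all tested compounds plus 3 SD, set per screening run, cut at about 8.8% in these data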;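 also: cells exposed to compound for 20 h before luminescence read; 0% = DMSO alone and 100% = MG132 at 30 µM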
FXIa inh 1536 – blocks human coagulation factor XIa protease activity. purified FXIa, Boc-Glu-Ala-Arg-AMC fluorogenic substrate. 220,000 tested, 0.14% active. P03951. inhibition, % at 5 µM;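 active = inhibition of at least 40%; inactive = inhibition below 40%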;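 also: fluorescence of freed AMC excited at 355 nm; 0% = enzyme without compound and 100% = no enzyme blank; many of its hits are not listed in these tables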
CHOP inhibitor – inhibitors of CHOP induction in ER stress response | CHO-K1 CHOP-promoter luciferase, tunicamycin-induced, 15-18 h | inhibition, % at 10 µM | 220,000 tested, 3.8% active | AID 2732;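 active = compounds that reduced the stress-induced luciferase reporter signal by more than about 70% of percent inhibition, limit read from the data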;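 also: 0% = tunicamycin plus vehicle and 100% = wells without tunicamycin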
TNF necrop inh – TNF-alpha cell death inhibition in Jurkat FADD-/- cells. Jurkat FADD-/- TNF necroptosis rescue, ATP luminescence, 24 h; 0 = TNF only, 100 = no-TNF cells. activation (protection from cell death), % at 10 µM. 220,000 tested, 0.068% active. AID 463075;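 active = activation, meaning protection from cell death, of at least 50% relative to plate controls; inactive = activation below 50%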;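 also: necroptosis triggered by 40 ng/mL TNF-alpha added together with compound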
Tb hexokinase – blocks Trypanosoma brucei hexokinase 1 activity | recombinant TbHK1, G6PDH-coupled NADH A340 | inhibition, % at 10 µM | 220,000 tested, 0.11% active;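 active = inhibition of 50% or more in the single-dose primary screen; inactive = inhibition below 50%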
EP2 antag – blocks the human prostaglandin E2 receptor EP2 | P43116 | C6 glioma cells expressing human EP2, cAMP TR-FRET; cells stimulated with saturating PGE2 | inhibition, % at 25 µM | 260,000 tested, 0.52% active | AID 1422;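 active = percent inhibition above 40 after rounding to a whole number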;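 also: rat C6 glioma host cells with rolipram phosphodiesterase inhibitor present; the protocol text gives 20 µM as final concentration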
Target sequence (P43116 whole entry, looked up): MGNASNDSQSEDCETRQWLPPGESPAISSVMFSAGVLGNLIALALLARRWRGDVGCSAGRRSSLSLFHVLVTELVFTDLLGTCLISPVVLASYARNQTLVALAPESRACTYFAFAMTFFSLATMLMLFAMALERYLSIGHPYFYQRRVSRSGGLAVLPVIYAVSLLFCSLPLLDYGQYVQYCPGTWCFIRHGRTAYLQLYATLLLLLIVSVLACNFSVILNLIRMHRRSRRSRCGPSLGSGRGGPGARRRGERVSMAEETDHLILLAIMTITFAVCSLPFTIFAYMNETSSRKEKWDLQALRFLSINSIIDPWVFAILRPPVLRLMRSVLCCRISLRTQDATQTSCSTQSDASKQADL
PPC-1+TRAIL kill – PPC-1 cancer cell killing with TRAIL present; PPC-1 cells + TRAIL, ATPLite viability luminescence; cell killing (% activity), % at 4 µM; 220,000 tested, 0.41% active; AID 1443;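 active = cell killing above 50% in the first pass at 4 µM, then a duplicate retest at 5 µM averaging 50% or more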;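 also: plate controls were cells with TRAIL plus DMSO for no effect and medium-only wells lacking cells for full effect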
FXIIa inh – blocks human coagulation factor XIIa protease activity | P00748 | purified FXIIa, Boc-QGR-AMC fluorogenic substrate, 2 h | inhibition, % at 5 µM | 220,000 tested, 0.3% active | AID 800; in the data active = inhibition above about 40%;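 also: 0% = enzyme with no compound and 100% = blank without enzyme; many of its hits are not listed in these tables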
Target sequence (P00748 20-372 limits assumed): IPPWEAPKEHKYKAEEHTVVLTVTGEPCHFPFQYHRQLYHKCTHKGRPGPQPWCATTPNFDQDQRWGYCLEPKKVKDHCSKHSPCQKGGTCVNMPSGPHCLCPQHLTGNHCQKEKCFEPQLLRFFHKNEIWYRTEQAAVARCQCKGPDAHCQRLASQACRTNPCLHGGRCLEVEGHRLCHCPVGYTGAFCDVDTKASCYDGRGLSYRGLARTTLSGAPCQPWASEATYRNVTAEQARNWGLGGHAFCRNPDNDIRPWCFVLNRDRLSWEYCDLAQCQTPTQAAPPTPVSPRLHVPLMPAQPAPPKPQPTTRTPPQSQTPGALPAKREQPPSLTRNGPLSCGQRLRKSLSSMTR
Target sequence (P00748 373-615 limits assumed): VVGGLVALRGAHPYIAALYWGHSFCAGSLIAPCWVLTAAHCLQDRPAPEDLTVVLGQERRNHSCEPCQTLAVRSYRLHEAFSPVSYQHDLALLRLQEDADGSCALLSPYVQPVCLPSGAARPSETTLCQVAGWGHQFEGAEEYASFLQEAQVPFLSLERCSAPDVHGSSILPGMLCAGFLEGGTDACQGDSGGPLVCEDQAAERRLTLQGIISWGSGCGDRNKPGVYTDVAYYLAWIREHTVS
* marks the source's active call; other numbers are inactive results; · = not tested or not shown; & = joins results of further samples. The list is partial. The share of hits here may be higher or lower than overall.

SMILES | zVAD death inh | Wee1 stabilizer | FXIa inh 1536 | CHOP inhibitor | TNF necrop inh | Tb hexokinase | EP2 antag | PPC-1+TRAIL kill | FXIIa inh
Cn1nc([N+](=O)[O-])nc1Oc1ccccc1F | 5.8 | 3 | 0 | -4 | 25 | -3 | 9 | 48 | 7
CCCc1nnc(SCC(=O)N2CCCCC2C)n1CCCOC (stereo not given) | 0.2 | -3 | -6 | 18 | -0.4 | -6 | 8 | 6 | 12
CC(Sc1nc2ccccc2c(=O)n1Cc1ccco1)C(=O)c1ccccc1 (stereo not given) | -0.3 | -2 | 4 | 16 | 1.3 | 6 | 6 | -20 | 17
CCOC(=O)CC(NC(=O)Cn1nnc(-c2ccccc2C)n1)c1ccc(OC)cc1 (stereo not given) | 0.1 | 12* | -1 | 32 | 2.0 | -2 | 8 | 14 | 1
O=C(Nc1ccccc1)N1CCn2c1nc1ccccc12 | 1.2 | -2 | -10 | 2 | -1.6 | -2 | 14 | 24 | 1
O=S(=O)(c1ccc(Cl)c(NC(=S)N/N=C/c2ccc(O)cc2)c1)N1CCOCC1 | 1.6 | 4 | 1 | 29 | 6.5 | -13 | 11 | 23 | 11
O=C(Cc1ccc(S(=O)(=O)N2CCOCC2)s1)Nc1nc2c(s1)CCCC2 | -0.1 | -2 | 4 | -22 | 1.4 | 7 | 7 | 7 | 15
CCOC(=O)Cc1csc(SCc2nc3ccccc3c(=O)[nH]2)n1 | 0.7 | -2 | 4 | 12 | -0.4 | 14 | 2 | 11 | 12
COc1cccc(-c2cc(C(=O)Nc3cc(OC)c(OC)c(OC)c3)no2)c1 | -0.9 | 2 | 3 | · | -6.2 | -10 | 13 | 27 | 8
Cc1ccc([N+](=O)[O-])cc1N | 1.3 | -3 | 13 | 9 | -0.8 | -6 | 6 | 20 | 6
CC(C)c1ccc(C2CC(=O)N3CN(C)CSC3=C2C#N)cc1 (stereo not given) | 0.5 | -2 | -4 | -7 | -0.8 | -11 | 9 | 1 | 5
Cc1ccc(CNc2nc(N)c([N+](=O)[O-])c(Nc3cccc(F)c3)n2)cc1 | -0.3 | 5 | -3 | 6 | -1.4 | -30 | 4 | 4 | -9
COc1ccc(C(=O)N/C(=C\c2ccc3c(c2)OCO3)C(=O)Nc2ccc(C(=O)O)cc2)cc1 | 4.2 | 6 | -4 | -3 | 0.9 | -12 | 9 | 9 | 5
COc1ccc(/C=C/C(=O)OCC(=O)NCCC2=CCCCC2)cc1OC | 0.6 | -3 | 2 | 4 | 1.8 | -18 | 1 | 11 | 11
CC1(c2nnc(-c3ccc(F)cc3)o2)CC(c2cccc(Cl)c2)=NO1 (stereo not given) | -0.4 | · | 4 | 7 | 1.3 | -8 | 5 | 16 | 11
Cc1ccc(-c2csc(NC(=O)CSc3nc(C)cc(=O)[nH]3)n2)cc1 | 0.4 | 0 | -3 | 63 | -1.7 | -8 | 7 | 43 | 14
CCCCOc1ccc(C(=O)N2CCC(C)CC2)cc1 | 0.0 | 4 | 0 | 67 | 0.5 | 1 | 20 | 1 | 13
O=C(Nc1ccc2c(c1)OCO2)c1cccc(Cl)c1 | -0.3 | 5 | -1 | 9 | -2.7 | -5 | 10 | 6 | 16
O=C(CS(=O)Cc1ccccc1Cl)Nc1ccccc1Cl (stereo not given) | 0.9 | 0 | -5 | 4 | 7.4 | -3 | 3 | -10 | -2
CCOc1ccc(C(C)NC(=O)Nc2ccccc2C(=O)OC)cc1 (stereo not given) | 0.1 | 2 | -1 | 21 | 2.8 | -11 | 3 | 2 | 3
Cc1cc(NC(=O)CSc2nnc(-c3ccco3)n2CC2CCCO2)no1 (stereo not given) | 1.4 | 1 | -3 | 38 | 2.5 | 5 | 7&9 | -6 | 16
O=[N+]([O-])c1ccc(N2CCCC2)cc1NC(c1ccccc1)c1ccccc1 | 1.2 | 5 | -6 | 15 | -0.3 | -6 | 6 | 6 | 4
COc1ccccc1-c1cc(=O)c2c(O)ccc([N+](=O)[O-])c2o1 | 1.4 | · | -1 | 41 | 0.1 | -19 | 7 | -3 | 3
Cc1ccccc1NC(=O)CN1C(=O)NC(C)(c2ccc3c(c2)OCO3)C1=O (stereo not given) | 0.2 | -2 | 6 | 27 | -0.5 | -4 | 12 | -14 | 4
CCc1c(C(C)S(=O)(=O)c2ccc(C)cc2)[nH]c(=O)n1-c1ccc(OC(F)(F)F)cc1 (stereo not given) | 0.5 | -1 | 19 | 15 | -0.9 | -6 | 19 | -14 | 12

(further entries)
SMILES | zVAD death inh | Wee1 stabilizer | FXIa inh 1536 | CHOP inhibitor | TNF necrop inh | Tb hexokinase | EP2 antag | PPC-1+TRAIL kill | FXIIa inh
CCN(CC)C(=O)c1sc(NC(=O)c2ccc(C)c([N+](=O)[O-])c2)c(C#N)c1C | 0.1 | 0 | 13 | 20 | -2.6 | -12 | 8 | 12 | 7
COc1cc(/C=N/NC(=S)N/N=C/c2cc(OC)c(OC)c(OC)c2)cc(OC)c1OC | 0.4 | -2 | -6 | -24 | 1.4 | 14 | 4 | -1 | 0
Cc1cccc(-n2nc3c(c2NC(=O)CCC2CCCCC2)CS(=O)C3)c1C (stereo not given) | 0.6 | 0 | 5 | 4 | 0.0 | 1 | 12 | 11 | 15
C/C(=N/NC(=O)c1sc(=S)n(C)c1C)c1ccccc1 | 1.4 | 2 | 15 | 58 | -2.8 | -9 | 20 | 9 | 2
O=C(Cc1ccc(-n2c(=O)c3ccccc3n(Cc3ccc(F)cc3)c2=O)cc1)NCC1CCCO1 (stereo not given) | 0.9 | -2 | -6 | 12 | 0.9 | 31 | 5 | -14 | 4
O=C(COC(=O)/C=C/c1ccccc1Cl)NC1CCCCCC1 | 2.6 | 2 | -10 | 62 | 0.4 | 0 | 3 | 3 | 5
COc1ccc(Nc2nc3ccccc3nc2NS(=O)(=O)c2ccc(NC(C)=O)cc2)cc1 | -0.5 | -3 | -1 | -3 | 0.0 | -24 | 8 | -4 | 3
COC(=O)c1ccc(OC(=O)c2cccs2)cc1 | 0.3 | 5 | 10 | 14 | 1.2 | -1 | 8 | 12 | 5
COc1ccc(CCNC(=O)c2cnn(-c3ccc(C)c(C)c3)c2NC(=O)c2ccco2)cc1OC | 0.1 | -1 | -10 | 18 | -0.3 | 0 | 7 | 38 | 6
COc1ccc(/C(O)=C2/C(=O)C(=O)N(Cc3ccco3)C2c2cccs2)cc1 (stereo not given) | 1.5 | 0 | 4 | -11 | -0.3 | -14 | 30 | · | 17
CCN1CCC(C(N)=O)CC1 | -0.5 | -1 | 16 | 16 | -1.1 | -4 | 17 | 22 | 13
Cc1nnsc1-c1onc(C)c1C(=O)O/N=C/c1ccc(Cl)cc1 | 0.9 | 8 | -8 | 4 | 2.1 | -2 | 16 | -4 | 4
CCCn1c(C)cc(/C=C(\C#N)C(=O)OCC(=O)Nc2cc(OC)c(OC)c(OC)c2)c1C | 44 | 1 | 2 | 9 | 4.3 | -35 | 6 | 27 | 11
O=C(Oc1ccc2c3c(c(=O)oc2c1)CCC3)c1ccccc1[N+](=O)[O-] | -0.3 | -1 | 5 | -15 | -1.4 | -6 | 3 | 6 | 5
CC(=O)N1CCN(c2ccc(NCc3ccc4c(c3)OCO4)cc2)CC1 | 0.3 | -3 | 7 | 26 | -0.7 | -12 | 15 | 23 | 11
COC(=O)c1c(O)c2c([nH]c1=O)CCCC2 | 0.2 | -1 | -7 | 18 | 0.6 | 3 | 10&8 | 8 | 8
Cc1cccc2cc(CN(CCCN(C)C)C(=S)NCCc3ccccc3)c(=O)[nH]c12 | -0.7 | -1 | -4 | 34 | 7.1 | -1 | 11&4 | 21 | 2
O=C(NN1CCOCC1)c1cc(-c2cccs2)nc2ccccc12 | -0.3 | 1 | 5 | 21 | -1.2 | -21 | 10 | 21 | 5
Cc1cccc(C)c1OCC(=O)N/N=C/c1ccc2c(c1)OCO2 | 1.6 | 1 | 6 | 12 | -13 | -11 | 14 | -14 | 6
O=C(c1ccco1)N1CCN(C(=O)N2c3ccccc3Sc3ccccc32)CC1 | -1.0 | -3 | 10 | · | -9.7 | -10 | 15 | 4 | 5
CCOC(=O)C(CC)/C(C)=N\NC(=O)CCC(=O)Nc1ccc(Cl)cc1Cl (stereo not given) | 0.9 | -2 | 1 | 27 | 0.3 | -2 | 3 | 11 | 5
COc1ccc(/C=C2\C(=O)NCC(=O)N2Cc2ccccc2)cc1 | 2.6 | 4 | -1 | 27 | -12 | -11 | 17 | -2 | 2
c1ccc2c(c1)nc(N1CCOCC1)c1ccccc12 | 5.2 | 1 | 2 | 49 | 0.5 | -3 | 6 | -7 | 7
C[C@@H](C(=O)Nc1cccc(S(=O)(=O)N2CCOCC2)c1)N1C(=O)C2CC=CCC2C1=O (stereo not given in full) | 0.8 | 0 | -5 | 5 | 0.7 | -3 | 8 | 10 | 1
COCCCNC(=O)CCC(=O)Nc1ccc2nc(N3CCOCC3)cc(C)c2c1 | 0.4 | 3 | -3 | -7 | -0.4 | 21 | 4 | 12 | 2

Next records follow:
SMILES | zVAD death inh | Wee1 stabilizer | FXIa inh 1536 | CHOP inhibitor | TNF necrop inh | Tb hexokinase | EP2 antag | PPC-1+TRAIL kill | FXIIa inh
COCCNC(=O)CN(c1ccc(C)cc1)S(=O)(=O)c1ccccc1 | -0.1 | 2 | -7 | -10 | -3.2 | 1 | 6 | -4 | -5
CCOc1ccc(C2CC(c3cccc(OC)c3OC)n3nnnc3N2)cc1Cl (stereo not given) | 0.8 | -4 | 4 | 23 | -0.1 | -3 | 12 | 20 | 14
O=c1oc2ccccc2cc1N1CCOCC1 | 1.6 | 9.3* | 8 | -31 | 1.0 | 18 | 7 | 14 | 13
CCN(CC)CCNCc1cc(Br)ccc1OCC(=O)NCc1ccccc1 | -0.2 | 2 | -8 | 1 | 2.2 | 2 | 5 | 16 | -2
CCC(=O)NC(NCC1CCCO1)C(Cl)(Cl)Cl (stereo not given) | -0.4 | 0 | 2 | -10 | -1.7 | 4 | 18 | 1 | 13
CCc1ccc(Oc2coc3cc(OC(=O)c4cc5ccccc5oc4=O)ccc3c2=O)cc1 | 0.9 | 3 | -4 | -7 | 2.1 | 19 | 15 | 17 | 3
Nc1ccc(-n2nncc2-c2ccccc2)cc1 | 1.1 | 4 | 21 | 4 | -1.8 | 5 | 2 | -10 | 16
Cc1cccc(-c2noc(CCCOc3ccc(Cl)cc3Cl)n2)c1 | -0.2 | 5 | -10 | 40 | 1.9 | 5 | 16 | -42 | 13
COc1ccc(NC(=O)/C(C#N)=C\c2ccc(OCc3ccc(C(=O)O)cc3)c(OC)c2)cc1 | 2.2 | -2 | 0 | 42 | 0.3 | -15 | 17 | 9 | 7
O=C(c1ccc(S(=O)(=O)Cc2ccccc2F)c([N+](=O)[O-])c1)N1CCCC1 | -2.1 | 0 | 3 | 21 | -13 | 3 | 1 | -8 | 9
CCC(C)NS(=O)(=O)c1ccc(S(=O)(=O)N(CC(=O)Nc2ccccc2)Cc2ccco2)cc1 (stereo not given) | 0.6 | -1 | -2 | 52 | -0.7 | 1 | 8 | 21 | -8
O=C(Nc1cc(C(F)(F)F)ccc1Cl)c1ccncc1 | -0.9 | -2 | -1 | 17 | -6.0 | 0 | 8 | 24 | 12

Wee1 stabilizer: what is marked active above
compound	Wee1 stabilizer	FXIa inh 1536	CHOP inhibitor	Tb hexokinase	FXIIa inh
CCOC(=O)CC(NC(=O)Cn1nnc(-c2ccccc2C)n1)c1ccc(OC)cc1 (stereo not given)	12*	-1	32	-2	1
O=c1oc2ccccc2cc1N1CCOCC1	9.3*	8	-31	18	13

Compound activity (PubChem)
